Compound activity (PubChem)
NPC1 prom act = activators of NPC1 promoter | Huh7 NPC1 promoter luciferase reporter, 24 h | Potency, µM (doses to about 9.22 µM), for the others: at the highest dose activation, usual class: activators | 320,000 tested, 2.4% active | AID 485313;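 further: potency means the concentration at half of the fitted maximal effect; % of control where 0% means no effect; nearly all actives have a fitted effect of over 60% in size; reporter is driven by a mutant NPC1 promoter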
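NPC1 promoter–luciferase Huh7 cells; 24 h compound; luminescence.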
Gal4-VP16 FLuc = Gal4-VP16 reporter inhibition counter-screen; Drosophila S2 Gal4-VP16 UAS-luciferase, luminescence, 20 h; Potency, µM (highest dose often 53.6 µM), without a hit: at the top dose activity, negative = inhibition, actives largely listed as inhibitors; AID 2546; 310,000 tested, 3.5% active;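 further: Gal4-VP16 expression switched on by copper sulfate through the metallothionein promoter; potency means the concentration at half of the fitted maximal effect; on the % scale 0 is the no-effect control and ±100 the full control effect; nearly all actives have a fitted effect of over 50% in size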
MBNL1 CUG block = MBNL1-poly(CUG) RNA binding inhibition. 280,000 tested, 0.036% active. Potency, µM (top dose mostly 57.5 µM), for inactives: at the top dose activity change, negative = inhibition, usual class: inhibitors. TR-FRET MBNL1-His/biotin-(CUG)12 binding, 665/545 ratio; active means well fitted inhibition curve with a large enough effect in the signal ratio, with a control signal flat, not every such curve was filed as active; inconclusive means small, poorly fitted or top-dose-only effect, or effect the other way, or a change in a side signal; inactive means no such curve, though single readings can be large or run the other way; the % refers to the signal ratio; further: potency means the concentration at half of the fitted maximal effect; on the % scale 0 is the no-effect control and ±100 the full control effect
Target sequence (Q9NR56 whole entry, looked up): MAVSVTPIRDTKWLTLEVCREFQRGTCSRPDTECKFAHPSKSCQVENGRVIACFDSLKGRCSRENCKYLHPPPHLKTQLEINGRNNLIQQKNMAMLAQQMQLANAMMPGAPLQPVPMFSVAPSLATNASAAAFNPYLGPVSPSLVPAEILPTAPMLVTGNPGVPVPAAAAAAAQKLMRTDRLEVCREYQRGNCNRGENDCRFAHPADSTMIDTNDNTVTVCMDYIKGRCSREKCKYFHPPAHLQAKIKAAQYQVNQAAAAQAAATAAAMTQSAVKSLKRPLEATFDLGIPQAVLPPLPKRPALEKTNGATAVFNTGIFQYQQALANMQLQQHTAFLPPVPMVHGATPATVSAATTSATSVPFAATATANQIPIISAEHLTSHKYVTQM
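MBNL1-His + Biotin-(CUG)12, cpd titration 92 nM–58 uM; Tb anti-His Ab 0.055 ng/ul, SA-XL665 5 nM (final); 60 min RT; ratiometric 665/545 nm, Ex 340 nm; normalized to buffer and full-complex controls.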
RORg inh = ROR gamma (mouse) transcription inhibition; 310,000 tested, 5.4% active; Drosophila S2 Gal4-RORgamma UAS-luciferase reporter, 20 h; P51450; Potency, µM (series often up to 53.6 µM), for the others: top-dose activity change, negative = inhibition, hits mostly inhibitors; AID 2551; further: potency means the concentration at half of the fitted maximal effect; on the % scale 0 is the no-effect control and ±100 the full control effect; nearly all actives have a fitted effect of over 60% in size
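Luminescence from a UAS-regulated Photinus luciferase reporter in stably transfected Drosophila Schneider cells is measured; decreased signal marks ROR gamma inhibition. Fusion expression is induced by 700 uM copper sulfate for 20 hr.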
Rab9 promoter act = activates the Rab9 promoter | Huh7 Rab9 promoter-luciferase reporter, luminescence, 24 h | Potency, µM (series often up to 9.22 µM), inactives show at the top dose activation, negative = inhibition, actives largely listed as activators | 320,000 tested, 2.8% active; further: potency means the concentration at half of the fitted maximal effect; % of control where 0% means no effect; nearly all actives have a fitted effect of over 60% in size
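Promoter activation is measured as luciferase luminescence in Huh7 cells stably transfected with a Rab9 promoter–luciferase construct, following 24 h compound exposure at 37 °C and 10 min reagent incubation at ambient temperature.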
KCNH2 3.1 inh = inhibitors of human KCNH2 3.1 potassium channel isoform; U2OS KCNH2 3.1, thallium flux FluxOr; hits give low values; activity change, % (tested at about 1.8 µM); 340,000 tested, 0.95% active;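 active means maximum activity change below -70%; inconclusive means maximum activity change from -70% to -50%; inactive means maximum activity change above -50%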;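 further: thallium influx rate constant from kinetic fluorescence after stimulation buffer; on the % scale 0 is the no-effect control and ±100 the full control effect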
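Virally transduced U2OS (3.1 isoform, 4 h infection in dark at RT) → overnight 37 C → FluxOr + Red40 in HBSS/HEPES, 45 min → stimulation buffer, 2 min kinetic read → rate constant vs DMSO controls.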
FLuc modulator = inhibits or activates purified firefly luciferase, miR-21 counter-screen | Potency, µM (top dose mostly 57.5 µM), without a hit: at the top dose activity change, negative = inhibition, most hits filed as inhibitors | 360,000 tested, 6.9% active | purified FLuc, Km substrates, luminescence inhibition | P08659;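 further: potency means the concentration at half of the fitted maximal effect; plate controls were vehicle for no effect and reference inhibitor for full effect; nearly all actives have a fitted effect of over 55% in size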
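Biochemical qHTS of compounds, final roughly 60 µM downward over six points, against 10 nM purified firefly luciferase using Km concentrations of substrates (10 uM D-luciferin, 10 uM ATP) in Tris acetate pH 7.5 buffer; luminescence output.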
ELG1 repair inh = blocks ELG1-dependent DNA repair in HEK293T cells | Potency, µM (doses to about 46.1 µM), without a hit: at the top dose activity change, negative = inhibition, most hits filed as inhibitors | HEK293T ELG1-luciferase reporter, luminescence, 16 h; DNA damage induced by 5-fluorouridine | 330,000 tested, 2.3% active; further: potency means the concentration at half of the fitted maximal effect; on the % scale 0 is the no-effect control and ±100 the full control effect; nearly all actives have a fitted effect of over 55% in size
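Step one: seed 2,000 cells per well. Step two: pin-transfer compound or DMSO alongside 5-fluorouridine. Step three: incubate 16 hr, 37 °C, 5% CO2. Step four: add ONE-Glo, wait 30 min, read luminescence.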
Menin MLL FP TR = displaces Texas Red mutant MLL peptide from human menin | Menin + Texas Red MLL mutant peptide, fluorescence polarization | Potency, µM (highest dose often 61.6 µM), for the others: top-dose FP activity change, negative = inhibition, actives largely listed as inhibitors | O00255 | 270,000 tested, 0.23% active; active means well fitted inhibition curve with a large enough effect in the polarisation, with a control signal flat, not every such curve was filed as active; inconclusive means small, poorly fitted or top-dose-only effect, or effect the other way, or a change in a side signal; inactive means no such curve, though single readings can be large or run the other way; the % refers to the polarisation; further: potency means the concentration at half of the fitted maximal effect; % of control where 0% means no effect; many of its hits are not listed in these tables
PKM2 act = activators of human pyruvate kinase M2 | P14618 | AID 1631 | purified PKM2, Kinase-Glo ATP luminescence, activation; response scale: 0% is enzyme alone, no compound | Potency, µM (highest dose often 57.5 µM), for the others: at the highest dose activation, usual class: activators | 260,000 tested, 0.34% active; further: potency means the concentration at half of the fitted maximal effect; on the % scale 0 is the no-effect control and ±100 the full control effect; nearly all actives have a fitted effect of over 55% in size
Target sequence (P14618 whole entry, looked up): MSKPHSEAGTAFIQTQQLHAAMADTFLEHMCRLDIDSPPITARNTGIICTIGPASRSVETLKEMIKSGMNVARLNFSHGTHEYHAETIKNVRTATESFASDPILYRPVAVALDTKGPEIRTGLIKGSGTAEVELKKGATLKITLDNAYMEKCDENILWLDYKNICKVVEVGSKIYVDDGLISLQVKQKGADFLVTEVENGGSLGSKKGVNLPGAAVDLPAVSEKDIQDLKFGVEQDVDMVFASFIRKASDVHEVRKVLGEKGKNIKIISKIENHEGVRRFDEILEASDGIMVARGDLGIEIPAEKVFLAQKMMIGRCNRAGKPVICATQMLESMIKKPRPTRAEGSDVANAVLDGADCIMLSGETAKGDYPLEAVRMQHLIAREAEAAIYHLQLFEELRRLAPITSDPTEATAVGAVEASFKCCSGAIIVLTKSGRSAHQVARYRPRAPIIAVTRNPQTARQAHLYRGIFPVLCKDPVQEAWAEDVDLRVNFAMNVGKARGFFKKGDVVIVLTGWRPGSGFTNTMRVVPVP
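ATP formation by purified human PK-M2, quantified via coupled luciferase luminescence after 1 h at room temperature with 0.1 mM ADP and 0.5 mM PEP final.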
Mito fusion act = blocks mitochondrial division or promotes mitochondrial fusion; S. cerevisiae fusion-defective mutant growth rescue, CellTiterGlo 48 h; Potency, µM (top dose mostly 46.1 µM), inactives show at the top dose growth rescue (activation), most hits filed as activators; 320,000 tested, 0.23% active;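 further: potency means the concentration at half of the fitted maximal effect; % of control where 0% means no effect; nearly all actives have a fitted effect of over 45% in size; temperature-sensitive fusion mutants such as fzo1-1 at 37 °C on non-fermentable ethanol glycerol medium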
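Yeast fusion mutant, YPEG (non-fermentable carbon), compound, 48 h at 37C non-permissive; CellTiterGlo added, 10 min RT, luminescence read. Rescued growth = division inhibition.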
* marks the source's active call; other numbers are inactive results; ? = inconclusive; . = not tested or not shown; & = joins results of further samples; [ ] = remark or other dose. Unless noted, the call rests on the fitted dose curve; in most records, active means well fitted curve in the direction sought with a large enough effect; inconclusive means small, poorly fitted or top-dose-only effect, or another doubt; inactive means no such curve, though single readings can be large; an effect the other way counts as inactive or inconclusive.

SMILES	NPC1 prom act	Gal4-VP16 FLuc	MBNL1 CUG block	RORg inh	Rab9 promoter act	KCNH2 3.1 inh	FLuc modulator	ELG1 repair inh	Menin MLL FP TR	PKM2 act	Mito fusion act
Cc1ccc(S(=O)(=O)C2CCOC2=O)cc1 (stereo unspecified)	4.1%	1.2%	-10.3%	0.3%	13.3%	-4.7	-1.2%	-0.5%	2.5%	17.7%	-0.6%
COCCn1c(SCC(=O)Nc2ccc(Cl)cn2)nnc1-c1ccncc1	0.9%	1.2%[10 µM]	0.8%	8.0%	-8.0%	4.7	-2.7%	-16.3%	9.8%	-4.8%	-5.5%
Cc1cc(C(=O)OCC(=O)N(C)c2c(N)n(Cc3ccccc3)c(=O)[nH]c2=O)c(C)n1-c1ccccc1	0.5%	.	.	.	-1.0%	-6.9	2.0%	-0.8%	.	.	-2.1%
Cc1ccc(C2CC(=O)N3CN(c4ccc(Br)cc4)CSC3=C2C#N)o1 (stereo unspecified)	2.3%	6.7%	65.0%[activator]	28.5%	2.2%	8.9	?	10.2%	?	-24.4%	4.5%
CCC(=O)N(CCc1ccccc1C)Cc1cc2cc3c(cc2[nH]c1=O)OCO3	-1.9%	-2.8%	11.2%	-3.3%	-3.1%	-16.5	13.5%	?	?	2.7%	-1.7%
N#Cc1c(-c2ccc(Br)cc2)nc2n(c1=O)CCCS2	-1.9%	9.7%	?	11.2%	6.9%	-23.6	-3.6%	16.8%	14.1%	0.9%	15.6%
CC(C)(C)NC(=O)C(c1ccncc1)N(C(=O)c1csnn1)C1CC1 (stereo unspecified)	9.2%	-7.6%	-3.2%	-8.0%	1.9%	-2.1	9.5%	-6.2%	-1.0%	0.8%	3.1%
CC1=NC(=O)C(N=Nc2ccccc2C(=O)O)N1c1ccccc1 (stereo unspecified)	7.3%	-6.8%	?	-23.8%	26.2%	-22.0	15.1µM*	-27.2%	?	-8.3%	12.1%
CCNC(=O)N(C)c1nncnc1C(=O)NC	-2.8%	-8.9%	-3.5%	-22.0%	0.7%	12.8	1.3%	3.9%	10.1%	-0.2%	-4.1%
COc1ccc(NC(=O)CN(C)C(=O)c2cc(S(=O)(=O)N(C)C)ccc2N2CCCC2)cc1	4.3%	.	.	.	-6.0%	2.7	2.8%	8.4%	.	.	1.4%
Cc1ccc(C(=O)N/C(=C/c2ccc(Cl)cc2)C(=O)Nc2cccc(C(=O)O)c2)cc1	11.0%	-16.9%	.	26.8%	7.3%	4.3	-1.4%	6.3%	24.8%	-14.6%	8.1%
CN([C@@H](Cc1ccc(OS(=O)(=O)c2cccc3cnccc23)cc1)C(=O)N1CCN(c2ccccc2)CC1)S(=O)(=O)c1cccc2cnccc12	-4.9%	-2.5%&0.6%	50.8%[activator]	?	-3.7%	-21.6	3.2%	9.2µM*	19.5%&-0.6%	-1.1%	-0.5%
COc1ccccc1N1CCN(C(=O)c2ccc(Cl)c(S(=O)(=O)NCc3ccco3)c2)CC1	-19.7%	4.1%	0.9%	5.8%	-20.4%	-8.5	5.3%	?	-8.0%	3.9%	2.0%
O=C(Cc1cccs1)N/N=C/C(Br)=C/c1ccccc1	3.16µM*	?	3.1%	?	3.98µM*	-19.2	?	?	?	-7.0%	-2.5%
COc1ccc(NC(=O)CSc2ncccc2C(=O)OC(C)C)cc1OC	-1.9%	2.3%	-3.3%	2.9%	-20.3%	-4.4	?	?	-10.1%	6.0%	5.4%
COc1ccc(-n2nnnc2CNC(=O)C2CC(=O)N(c3ccc(Cl)cc3)C2)cc1 (stereo unspecified)	-2.2%	.	.	.	0.8%	-20.7	0.0%	17.0%	.	.	1.1%
CCCCCCCCNC(CO)(CO)CO	-0.9%	5.6%	0.7%	-16.5%	-9.5%	-1.3	2.3%	?	.	-4.9%	-0.9%
Cn1c(SCC(=O)Nc2ccc(Cl)cn2)nnc1C1CC1	1.6%	4.4%	2.7%	30.7%	7.1%	-3.4	5.8%	-2.5%	.	-0.4%	1.9%
CCn1c(=O)c(NC(=O)c2ccccc2)c2n(c1=S)CCCCC2	0.3%	11.7%	-1.7%	3.0%	-5.8%	5.9	4.5%	-18.5%	8.6%	-2.3%	0.0%
CN(C)CCNC(=O)c1ccc(Sc2ccc(Br)cc2)c([N+](=O)[O-])c1	-5.2%	-21.0%	?	-30.7%	0.7%	-3.1	-0.9%	-11.3%	-25.8%	-2.0%	19.0%
Cc1csc(NC(=O)CSc2nc(=O)[nH]c3c2CCCC3)n1	4.0%	-5.8%	-3.7%	26.7%	-5.9%	-6.9	5.1%	11.0%	-4.2%	.	-10.8%
CC1SCC(NC(=O)c2cccc(Cl)c2)CS1 (stereo unspecified)	5.4%	-4.0%	-3.7%	?	0.7%	14.6	-8.3%	-5.5%	.	-10.5%	-1.7%
Cc1ncc(S(=O)(=O)c2ccccc2)c(-c2ccc(Cl)cc2Cl)n1	-1.0%	0.2%	-4.3%	8.5%	3.8%	-13.4	1.2%	22.4%	22.5%	-7.4%	-2.9%
O=C(CN1CCC(n2nnc3cc(C(F)(F)F)ccc32)CC1)Nc1ccc2c(c1)OCCO2	0.9%	-20.5%	-8.6%	?	-4.9%	-0.4	?	?	2.5%	-2.7%	16.3%
CC(C)SCc1nc2ccccc2[nH]1	2.8%	?	1.4%	-17.1%	4.4%	-6.9	-13.5%	14.4%	21.6%	-8.1%	-7.5%
COc1ccc(C(CNC(=O)c2cccc(S(=O)(=O)NCc3ccccc3)c2)N2CCOCC2)cc1 (stereo unspecified)	-3.0%	.	.	.	-3.1%	-7.9	3.5%	-0.4%	.	.	-4.6%
Nc1nc(SCC(=O)c2ccc(Br)s2)n[nH]1	0.8%	7.4%	16.2%	-12.0%	-0.9%	-23.5	2.7%	12.9%	?	15.1%	-3.1%
CN(C)C(=O)Nc1ccc(F)cc1F	.	7.5%	-6.8%	-0.5%	.	5.2	-0.7%	.	-13.6%	-3.1%	2.8%
Cc1cc(C)n2c(SCc3ccc(Cl)cc3Cl)nnc2n1	1.1%	?	-1.5%	-1.0%	0.7%	-4.6	-5.5%	-6.6%	-15.3%	1.6%	28.1%
CCOC(=O)C1(CCc2ccccc2)CCN(C(=O)C2CCCO2)CC1 (stereo unspecified)	11.5%	?	10.1%	-0.3%	2.7%	2.1	-19.0%	?	-3.8%	-13.1%	-3.9%
COc1ccc(C(CC(=O)O)NS(=O)(=O)c2ccc3c(c2)NC(=O)CO3)cc1 (stereo unspecified)	1.1%	1.1%	0.5%	-7.6%	2.2%	-32.8	0.9%	5.3%	.	.	-8.5%
CSc1cccc(NC(=O)CSc2ccc(C)cc2)c1	14.8%	-0.9%	-1.5%	0.8%	25.8%	-17.2	-15.5%	?	11.3%	6.9%	1.5%
COc1ccc2[nH]c(=O)c(CN(Cc3cccnc3)C(=O)Nc3ccccc3)cc2c1	-3.4%	-7.1%	5.2%	?	-6.7%	-1.5	-11.7%	?	2.2%	-2.9%	12.8%
O=Cc1coc2ccc3ccccc3c2c1=O	-1.9%	3.6%	-34.1%	13.9%	2.5%	-2.8	-11.5%	-3.2%	22.5%	20.7%	0.6%
CCOC(=O)c1c(C)[nH]c(C(=O)CN2CCN(CC)CC2)c1C	1.1%	1.4%	0.0%	-8.1%	-4.6%	-6.7	1.3%	0.0%	.	-0.2%	4.7%
Cn1c(=O)n(C)c2cc(S(=O)(=O)Nc3cc(Cl)ccc3O)ccc21	-0.8%	-1.4%	1.6%	70.6%	-9.0%	-14.9	5.5%	-4.6%	?	12.6µM*	11.7%
CCOc1ccc(NC2=C(Cl)C(=O)N(Cc3ccccc3)C2=O)cc1	-4.0%	-7.1%	22.1%	25.6%	11.8%	-21.4	0.3%	-10.7%	25.3%	-1.1%	1.7%
Cc1cccc(OCC(=O)Nc2ccc3c(c2)nc(CCN2CCC(C)CC2)n3C)c1	-0.1%	-11.1%	-1.8%	8.2%	-0.2%	-48.2	5.3%	3.2%	-7.0%	2.2%	5.3%

Some of the compounds tested (hit frequency here may not be typical).
